Assay outcomes deposited in PubChem BioAssay by National Center for Advancing Translational Sciences (NCATS).
ERG-DNA inh – inhibitors of human ERG Ets domain-DNA interaction; Potency, µM (titrated, usually from 76.9 µM), without a hit: at the top dose FP activity, negative = inhibition, hits mostly inhibitors; actives 0.028% (n = 370,000); P11308; fluorescence polarization, His-ERG Ets domain / labelled DNA; active = well fitted inhibition curve with a large enough effect in the polarisation, with a control signal flat; inconclusive = small, poorly fitted or top-dose-only effect, or effect the other way, or a change in a side signal; inactive = no such curve, though single readings can be large or run the other way; the % refers to the polarisation;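 note: polarization taken with two DNA probes labelled with fluorescein and Texas red; potency is the fitted concentration of half-maximal effect; % of control where 0% means no effect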
Target sequence (P11308 whole entry, looked up, the tested form may be a part): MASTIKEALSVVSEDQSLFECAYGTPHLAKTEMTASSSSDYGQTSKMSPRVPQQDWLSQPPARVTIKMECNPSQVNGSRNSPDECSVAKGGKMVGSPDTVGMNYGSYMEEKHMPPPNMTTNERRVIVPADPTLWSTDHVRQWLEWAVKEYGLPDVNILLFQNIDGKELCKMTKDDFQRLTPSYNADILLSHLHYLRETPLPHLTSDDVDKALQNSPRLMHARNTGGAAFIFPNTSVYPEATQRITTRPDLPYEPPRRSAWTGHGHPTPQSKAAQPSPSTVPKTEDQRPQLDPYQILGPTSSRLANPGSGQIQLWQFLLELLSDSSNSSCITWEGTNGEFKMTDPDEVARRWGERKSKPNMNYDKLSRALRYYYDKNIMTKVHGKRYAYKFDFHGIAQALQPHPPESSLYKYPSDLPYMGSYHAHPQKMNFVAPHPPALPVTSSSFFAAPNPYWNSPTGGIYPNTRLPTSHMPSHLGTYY
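His-tagged ERG Ets domain (1 uM in the protein solution; 300mM KCl, 50mM Tris-HCl, 1mM EDTA, 1mM DTT, pH 7.5) received compound, then a probe mix of 5 nM fluorescein-DNA and 100nM Texas-615-DNA. Fluorescence polarization was read for both dyes.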
LDHA block – LDHA (human) enzyme inhibition | purified LDHA, NADH/diaphorase-resazurin fluorescence; hits give low values | activity change, % (values are at about 110 or 230 µM) | actives 0.15% (n = 480,000) | AID 1347041; in the data active = activity change below about -30%; inconclusive = mostly about -25% to -30%;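 note: plate controls were DMSO wells for no effect and wells without enzyme for full effect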
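LDH5 2 nM; NADH 0.06 mM, pyruvate 0.2 mM; 200 mM Tris pH 7.4, EDTA, Tween-20; 5 min RT. Detection: diaphorase 0.133 mg/mL + resazurin 37 µM, fluorescence ex540/em590 at 0 and 20 min; normalized to enzyme-free and DMSO wells.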
D2 agonist – activates the human D2 dopamine receptor; P14416; HEK293 T-REx D2 cells, calcium flux agonist mode; activation, % at 2 µM; actives 0.53% (n = 340,000); AID 485358;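 active = activation over 3 SD above normal in the single-dose calcium agonist read, cut at about 30% in these data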; note: 0% is about no effect
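In this primary screen, compounds producing a positive calcium signal within 180 s of addition to tetracycline-induced, force-coupled HEK293 Trex D2 cells are flagged; cells are dye-loaded with a no-wash calcium kit beforehand.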
D2 antag – D2 dopamine receptor (human) antagonism; P14416; HEK293 TREx D2 cells, calcium flux, dopamine EC80; inhibition, % at 10 µM; actives 2% (n = 340,000); in the data active = inhibition above about 30%; note: 0% is about no effect
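HEK293 T-REx D2 cells, tet-induced, calcium dye no-wash. Cpd pintool add, 180 s kinetic, then EC80 DA, 180 s kinetic. Ca flux read.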
Vif-APOBEC3F blk – inhibitors of Vif-A3F interaction; HeLa A3F-eYFP + Vif (tagged APOBEC3F with the HIV-1 protein that degrades it), YFP fluorescence increase; Potency, µM (titrated, usually from 46.1 µM), for inactives: at the top dose activity, negative = active; actives 0.2% (n = 390,000); AID 602313; note: potency is the fitted concentration of half-maximal effect; % of control where 0% means no effect; nearly all actives have a fitted effect of over 65% in size
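Fluorescence increase (Ex 488/Em 500-530) after overnight compound treatment at 37 deg C flags inhibition of Vif-driven A3F-eYFP loss in stable HeLa A3F-eYFP/Vif cells seeded overnight beforehand.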
ALOX12 inh – blocks human arachidonate 12S-lipoxygenase; P18054; purified 12hLO, xylenol orange hydroperoxide absorbance; Potency, µM (top dose mostly 108 µM), for inactives: at the top dose activity change, negative = inhibition, most hits filed as inhibitors; actives 1.1% (n = 580,000); note: potency is the fitted concentration of half-maximal effect; % is set by controls: 0 for no effect and ±100 for the full control effect
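Purified human 12hLO (150 nM final) in 25 mM Hepes, 0.01% Triton X-100, pH 7.0 was preincubated 15 min at room temperature with compound. Then 40 uM arachidonic acid was added, 30 min. Hydroperoxide was read by Fe-XO absorbance ratio 573/405 nm.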
RGS4 inh – inhibitors of human regulator of G protein signaling 4; P49798; Transcreener GDP fluorescence polarization, RGS4-accelerated GTP hydrolysis; Potency, µM (series often up to 114 µM), inactives show at the highest dose activity change, negative = inhibition, usual class: inhibitors; actives 0.039% (n = 390,000); AID 504845; note: potency is the fitted concentration of half-maximal effect; % is set by controls: 0 for no effect and ±100 for the full control effect; nearly all actives have a fitted effect of over 75% in size; some results filed as inactive show a strong effect at the top dose
Target sequence (P49798 whole entry, looked up): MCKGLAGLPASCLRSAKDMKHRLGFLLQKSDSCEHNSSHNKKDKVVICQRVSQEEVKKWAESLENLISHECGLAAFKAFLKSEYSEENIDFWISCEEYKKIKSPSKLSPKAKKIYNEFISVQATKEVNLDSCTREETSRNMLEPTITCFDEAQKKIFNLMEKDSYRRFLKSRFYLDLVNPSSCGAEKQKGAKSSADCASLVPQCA
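MLSMR compounds (23 nl, pin-transferred) preincubated 10 min at room temperature with a 500nM (2x) first reagent, then RGS4 at 900nM (2x) plus Transcreener GDP mix added; fluorescence polarization (620/688 nm) read before and after 90 min at 30 °C.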
GRP78 ERSR act – ER stress response induction in glioma; U87-MG GRP78 promoter luciferase reporter, 16 h; Potency, µM, for inactives: at the top dose activation, actives largely listed as activators; actives 0.02% (n = 420,000); AID 602332; note: potency is the fitted concentration of half-maximal effect; series mostly up to about 76 µM; % of control where 0% means no effect; nearly all actives have a fitted effect of over 35% in size
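Stably transfected U87-MG glioma cells carrying a GRP78-based luciferase sensor; 16 h compound incubation. Luminescence end-point read 10 min after Bright-Glo addition at room temperature.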
Vif-APOBEC3G blk – Vif-A3G binding inhibition | AID 602310 | HeLa A3G-eYFP + Vif (tagged APOBEC3G with the HIV-1 protein that degrades it), YFP fluorescence, overnight | Potency, µM (highest dose often 46.1 µM), for the others: at the top dose activity, negative = active, most hits filed as inhibitors | actives 0.076% (n = 410,000);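 note: potency is the fitted concentration of half-maximal effect; % is set by controls: 0 for no effect and ±100 for the full control effect; nearly all actives have a fitted effect of over 60% in size; hits raise eYFP signal because A3G escapes Vif-driven loss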
Target sequence (Q9HC16 whole entry, looked up): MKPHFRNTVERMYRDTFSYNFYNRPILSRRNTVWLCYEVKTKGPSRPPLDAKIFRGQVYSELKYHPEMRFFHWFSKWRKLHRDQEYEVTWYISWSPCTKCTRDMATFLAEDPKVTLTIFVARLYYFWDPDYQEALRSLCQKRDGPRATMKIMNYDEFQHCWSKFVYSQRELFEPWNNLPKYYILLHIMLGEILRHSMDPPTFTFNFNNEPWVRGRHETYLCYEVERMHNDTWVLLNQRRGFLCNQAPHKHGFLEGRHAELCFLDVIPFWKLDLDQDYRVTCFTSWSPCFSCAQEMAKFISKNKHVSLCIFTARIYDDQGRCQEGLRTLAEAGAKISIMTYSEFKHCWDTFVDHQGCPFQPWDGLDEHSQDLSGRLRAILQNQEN
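HeLa cells stably expressing Vif and C-terminally eYFP-tagged A3G, seeded overnight at 37 deg C, then exposed to compound by pintool overnight at 37 deg C. Rise in yellow fluorescence (Ex 488/Em 500-530, Acumen) marks blocked Vif-driven A3G degradation.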
Active calls of the source: *; u = inconclusive; x = not tested or not shown; & = joins results of further samples; ! = not confirmed by another sample; [ ] = dose if it differs, or a comment. Unless noted, calls come from the whole dose curve; as a rule, active = well fitted curve in the direction sought with a large enough effect; inconclusive = small, poorly fitted or top-dose-only effect, or another doubt; inactive = no such curve, though single readings can be large; an effect the other way counts as inactive or inconclusive.

Order of values: ERG-DNA inh	LDHA block	D2 agonist	D2 antag	Vif-APOBEC3F blk	ALOX12 inh	RGS4 inh	GRP78 ERSR act	Vif-APOBEC3G blk
COc1cc(NC(=O)C2CCN(S(=O)(=O)c3ccc4c(c3)CCCC(=O)N4)CC2)cc(OC)c1
→ -1%	-14	0.7	x	6%	-18%	-2%	-2%	0%
Cc1ccc([N+](=O)[O-])cc1NC(=O)c1ccc(-c2ccccc2)cc1
→ -3%	-6	-0.2	-8	-17%	0%	21%	-4%	-6%
COc1cccc(OCCCCN2CC(C)OC(C)C2)c1 (stereo not given)
→ -7%	-20	0.3	-7	0%	u	-35%	-2%	1%
CCCCCOC(=O)C1C(c2ccccc2)C(C(=O)O)C1c1ccccc1 (stereo not given)
→ -17%	0	-3.3	-1	7%	-16%	-17%	-2%	-1%
O=C(Nc1nc(-c2ccccc2)ns1)c1ccncc1
→ -3%	-7	-0.3	10	-7%	0%	-7%[11.4 µM]	1%	-5%
CCc1ccc(NC(=S)N2CCN(C)CC2)cc1
→ -18%	-2	0.2	3	-3%	0%	-21%	-2%	1%
CC(C)(C)NS(=O)(=O)c1ccc(CCC(=O)N2CCOCC2)cc1
→ -6%	-4	0.0	-2	-4%	-16%	-4%	-3%	0%
C[C@H](CO)N1C[C@H](C)[C@H](CN(C)C(=O)Nc2ccc(C(F)(F)F)cc2)OCc2cnnn2CCCC1=O
→ x	1	x	x	-1%	0%	x	-2%	-1%
Cc1cc(S(=O)(=O)Nc2cc(C)c(O)c(C)c2)c(C)s1
→ -2%	11	-2.3	-2	-7%	u	2%	1%	-23%
CCCCC(=O)Nc1ccc2oc(-c3ccncc3)nc2c1
→ 1%	-1&9	x	x	1%	15%&-41%	3%	4%	1%
O=C(Oc1ccc(OC(=O)N2CCOCC2)cc1)c1ccccc1
→ -14%	-5	0.5	18	-3%	15%	-5%	-1%	2%
Cc1ccsc1C(=O)NNC(=O)C1CCCCC1C(=O)O (stereo not given)
→ -3%	-5	x	x	x	0%	-9%	u	1%
Cc1ccccc1Cn1c(C)cc(C)c(C#N)c1=O
→ 11%	-12	-0.2	-37	6%	-4%	0%	-2%	2%
CC(=O)NC(Cc1ccc(F)c(F)c1)C(=O)NC1CCN(c2c(Cc3ccccc3)c(C)nc3ncnn23)CC1 (stereo not given)
→ -1%	-4	1.3	7	3%	5%	4%	-1%	3%
Cc1csc(SCC(=O)c2ccc(S(=O)(=O)N3CCOCC3)cc2)n1
→ -9%	-7	x	x	-2%	u	-22%	2%	0%
C[C@@H](NCCCc1cccc(C(F)(F)F)c1)c1cccc2ccccc12
→ x	7	x	x	x	8.9µM*!	x	-12%&-11%	-4%
Cc1ccc(N2C(=O)Nc3ccccc3C2(O)C(=O)N2CCN(c3ccccn3)CC2)cc1C (stereo not given)
→ 11%	-5	-0.8	-5	-24%	-28%	-14%	1%	0%
Cc1cc(C)n(-c2nnc(SCC(=O)NC3CCCC3)c3ccccc23)n1
→ -7%	-3	-0.7	15	4%	-14%	-16%[56.9 µM]	-5%	1%
CCc1cc(C(N)=O)c(NC(=O)c2ccc(OC)cc2)s1
→ -13%	-4	-0.3	2	4%	-17%	-4%	0%	0%
CCc1cc2ccc(C)cc2nc1SCC(=O)NNC(=O)c1ccco1
→ 5%	-1	-1.1	2	u	3%	-10%	1%	1%
O=C(c1ccc(Cl)cc1)N1CCCC(C(=O)N2CCN(c3ccccc3)CC2)C1 (stereo not given)
→ 8%	0	0.1	-21	3%	222%[activator]	23%	-1%	0%
Cc1cnc(C(=O)Nc2nccs2)cn1
→ -1%	1	-0.3	11	5%	u	11%	0%	-1%
CC(C)CN(C(=O)CCNC(=O)c1ccc(Cl)cc1)C1CCS(=O)(=O)C1 (stereo not given)
→ -5%	-3	x	x	6%	-1%	7%	-5%	-2%
Cc1ccccc1CSc1nc2c(c(=O)[nH]1)CCC2
→ 3%	-2	0.1	6	0%	0%	23%	-1%	-7%
CCC(=O)N(c1nnc(SCC(=O)NN2C(=O)NC3(CCC(C)CC3)C2=O)s1)C1CC1 (stereo not given)
→ 12%	0	0.1	24	4%	391%[activator]	-3%	4%	-6%
O=C(N/C(=C\c1cccnc1)C(=O)N1CCCCC1)c1cccc(Br)c1
→ -7%	-6	-0.8	-4	1%	-1%	-22%	-4%	-1%
CCOC(=O)c1c(C)n(C)c2ccc(OCC(N)=O)cc12
→ -14%	1	x	x	0%	-25%	-17%	-4%	-1%
Cc1ccc(SCC(=O)Nc2cccc(NC(=O)c3ccco3)c2)cc1
→ 11%	-1	-0.7	-8	6%	-45%	-33%	0%	-3%
COc1ccccc1N1CCN(C(=O)C2CCC(Cn3c(=S)[nH]c4ccccc4c3=O)CC2)CC1 (stereo not given)
→ 10%	0	0.4	15	-12%	-10%	24%	-3%	0%
Cc1nc(Nc2ccccc2)sc1C(=O)Nc1ccccc1
→ -2%	5&-6	0.4	-11	-10%	u	-2%	7%	-7%
O=C(COCC(=O)Nc1cccc(C(F)(F)F)c1)Nc1cccc(C(F)(F)F)c1
→ -10%	2	0.1	4	-14%	-9%	4%	0%	-10%
COc1ccc(CCn2c(C)cc3c(c2=O)C(c2ccc4c(c2)OCO4)C(C#N)=C(N)O3)cc1OC (stereo not given)
→ 1%	-4	-0.1	2	-8%	0%	-3%	3%	-4%
COc1cc(NC(=O)CSc2nc3ncnc(N)c3[nH]2)c(C(=O)O)cc1OC
→ -1%	-10	1.0	22	-9%	u	26%	-1%	0%
COc1cc2c(cc1OC)-c1cc(NC3CCCCCCC3)nc(=O)n1CC2
→ -7%	2	-0.2	-26	6%	66%	-33%	-2%	-8%
COc1ccc(C(C(=O)NCc2ccccc2)N(C(=O)c2snc(C(N)=O)c2N)C2CCCC2)cc1 (stereo not given)
→ 5%	-3	-2.0	-15	10%	-24%	0%	-2%	-1%
O=C(CN1C(=O)C2CCCCC2C1=O)OCC(=O)c1ccc(Cl)s1 (stereo not given)
→ 1%	1	x	x	-1%	-12%	1%	-1%	-1%
O=C(NCC(c1ccco1)N1CCN(c2ccccc2F)CC1)C(=O)NC1CCCC1 (stereo not given)
→ -1%	-1	26	4	4%	14%	-14%	-4%	4%
COc1ccc(CCNC(=O)C(C)OC(=O)c2cccs2)cc1OC (stereo not given)
→ -6%	-2	-0.6	-11	1%	9%	-1%	-4%	3%
COC(=O)c1cnc2c(c(C)nn2C)c1OC
→ 6%	-5	0.2	11	8%	128%[activator]	-10%	-1%	-3%
CCOC(=O)C1=C(Nc2ccccc2)CSC1
→ x	-1	x	x	-5%	u	x	0%	-1%
COc1ccc(N2CCN(C(C)C(=O)N(C)Cc3ccccc3)CC2)cc1 (stereo not given)
→ -1%	-2	0.8	5	0%	-2%	-2%	-3%	1%
C=C(C)c1ccc(C(C)(C)NC(=O)N2CCN(C)CC2)cc1
→ 14%	-7	0.0	-24	5%	9%	20%	-1%	-1%
Cc1ccc(S(=O)(=O)N2CCC(=O)N(C(COCc3ccccc3)Cc3ccccc3)CC2)cc1 (stereo not given)
→ -11%	-10	-2.1	-2	0%	-7%	6%	0%	-8%
CC(C)(C)NC(=O)NC(=O)COC(=O)CNS(=O)(=O)/C=C/c1ccccc1
→ 11%	1	0.9	10	2%	-2%	10%	-5%	0%
CCCn1c(SCC(=O)c2ccc3c(c2)OCCO3)nc2c1c(=O)n(C)c(=O)n2C
→ x	-4	0.9	31*	4%	6%	-13%	0%	1%
Cc1nc2sc(C(N)=O)c(N)c2c2c1CCCC2
→ 3%	-7	-1.1	-21	3%	34%[activator]	-11%	-4%	4%
Cc1ccc(-c2nc(N)sc2-c2ccccc2)cc1C
→ -1%	3	-0.6	20	-7%	u	-40%	-4%	-11%
O=P(O)(CCCP(=O)(O)CCc1ccccc1)CCc1ccccc1
→ 12%	-8	0.7	8	-15%	-14%	-39%	-4%	2%
Cc1ccc2nc(C)cc(Nc3ccc4c(c3)OCCO4)c2c1
→ 12%	-4	x	x	3%	-13%	5%	-13%	1%
COc1cc(/C=N/NC(=O)Nc2ccccc2)ccc1OCCOc1ccccc1C
→ -2%	-10	x	x	-9%	-18%	14%	-8%	-2%
Cc1ccc(CN2CCN(c3ncccn3)CC2)o1
→ -1%	-4	85*	86*	0%	-3%	3%	-3%	1%
COc1cccc2c(O)c(-c3ccccc3)c(=O)[nH]c12
→ 6%	-3	x	x	0%	u	10%	-5%	-1%
O=C(Nc1nnc(-c2ccc3c(c2)CCCC3)o1)c1ccccc1
→ 9%	-2	2.4	27	-14%	u	12%	-5%	-13%
CCOC(=O)CSc1nc2ccccc2c(=O)n1C1CCCC1
→ 0%	-1	x	x	0%	-4%	-41%	-2%	0%

Of the compounds above, two contain a tert-butyl group.
Order of values: ERG-DNA inh	LDHA block	D2 agonist	D2 antag	Vif-APOBEC3F blk	ALOX12 inh	RGS4 inh	GRP78 ERSR act	Vif-APOBEC3G blk
CC(C)(C)NS(=O)(=O)c1ccc(CCC(=O)N2CCOCC2)cc1
→ -6%	-4	0.0	-2	-4%	-16%	-4%	-3%	0%
CC(C)(C)NC(=O)NC(=O)COC(=O)CNS(=O)(=O)/C=C/c1ccccc1
→ 11%	1	0.9	10	2%	-2%	10%	-5%	0%

A portion of the library; count on the stated rates, not on these rows.
